Compound activity: PubChem BioAssay, several laboratories
HIF activator – HIF pathway transcriptional activation; U2OS HRE-luciferase reporter, luminescence; normalized: DMSO 0%, desferrioxamine 100%; 300,000 compounds, 0.32% hits; activation, % at 7.5 µM (by protocol); AID 1910;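 active = mean activation of at least 10% of the iron chelator positive control signal, with at least half of replicates also reaching 10%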
HSF1 inh – HSF1 inhibition. activity change, negative = inhibition, % at 7.5 µM (by protocol). 300,000 compounds, 0.77% hits. NIH3T3-HGL HSE-luciferase, MG132-induced, luminescence 8 h; active compounds read low;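 active = more than half of replicate wells show activity change below -50%, luminescence cut by over half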;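 also: luciferase reports HSF-1 transcriptional activity via heat shock element; 0% = median of DMSO wells and -100% = zero luminescence signal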
IEC-6 cytotox – kills IEC-6 intestinal cells in KLF5 counter-screen | IEC-6 cytotoxicity, luminescence viability | AID 1825 | inhibition, % at 5 µM | 290,000 compounds, 0.78% hits; in the data active = inhibition above about 22%;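 also: 0% = plate median of test compound wells and 100% = cytotoxic reference compound wells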
GSK3A inh – inhibitors of human GSK-3 alpha kinase; P49840; ADP-Glo luminescence, 60 min; inhibition, % at 10 µM; 320,000 compounds, 0.1% hits;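 in the data active = inhibition above about 50%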;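 also: GST-tagged GSK-3 alpha with peptide substrate and 25 µM ATP; 0% = DMSO neutral wells and 100% = GW8510 positive control wells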
Target sequence (P49840 whole entry, looked up): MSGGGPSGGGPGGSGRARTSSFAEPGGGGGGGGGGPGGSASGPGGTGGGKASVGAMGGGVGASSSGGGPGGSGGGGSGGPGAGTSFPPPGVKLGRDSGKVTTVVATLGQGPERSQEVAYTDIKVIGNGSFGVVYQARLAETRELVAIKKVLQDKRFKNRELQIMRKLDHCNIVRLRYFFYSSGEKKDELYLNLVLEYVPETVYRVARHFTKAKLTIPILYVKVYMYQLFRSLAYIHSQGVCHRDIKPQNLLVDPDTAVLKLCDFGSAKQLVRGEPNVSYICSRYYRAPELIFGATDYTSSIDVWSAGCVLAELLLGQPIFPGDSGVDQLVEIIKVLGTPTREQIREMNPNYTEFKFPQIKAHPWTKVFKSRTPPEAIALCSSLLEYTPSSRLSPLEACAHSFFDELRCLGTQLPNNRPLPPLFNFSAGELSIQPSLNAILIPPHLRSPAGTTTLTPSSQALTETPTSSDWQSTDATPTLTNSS
aSyn 5UTR inh – 5' untranslated region of α-synuclein, MLPCN primary screen. 300,000 compounds, 0.82% hits. AID 1813. alpha-synuclein 5'UTR reporter, inhibitor activity. inhibition, % (tested at 7.5 µM); in the data active = inhibition above about 60%;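 also: H4 neuroglioblastoma cells stably carrying SNCA 5'UTR luciferase fusion; 0% = DMSO wells and 100% = positive control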
HSP90 inh – blocks HSP90-mediated luciferase refolding in reticulocyte lysate | Rabbit reticulocyte lysate, luciferase refolding luminescence, 3 h | AID 1789 | 290,000 compounds, 0.91% hits | inhibition, % at 5.6 µM;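 active = inhibition above the screen-wide mean plus 3 SD, computed separately per campaign, cut at about 16% in these data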;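 also: 0% = DMSO wells and 100% = 60 µM geldanamycin wells; inhibitors lower the luminescence because luciferase stays unfolded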
AI-2 QS modul – modulates the Vibrio harveyi AI-2 quorum sensing system | Vibrio harveyi JMH597 AI-2 luminescence/OD600 ratio, 9 h; active compounds read low; strain lacks LuxN and CqsS sensors; 0 = neutral-control median | activity change, % at 7.5 µM | 300,000 compounds, 0.4% hits; in the data active = activity change below about -75%, passing the limit was not always enough;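 also: luminescence divided by OD600 gain over 9 h not by final OD600 alone; inactives centre near 13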
HSF1 activator – increases HSF-1 driven luciferase reporter signal; NIH3T3-HGL HSF-1 luciferase reporter, MG132, 8 h; 100% = twice DMSO control signal; 300,000 compounds, 1.7% hits; activation, % at 9 µM; AID 504408;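 active = mean replicate activation of at least 50% with a set share of replicates each reaching 50%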;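 also: 0% = median of the neutral control wells and 100% = twice that signal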
GSK3beta inhib – blocks human GSK3beta kinase activity; GST-GSK3beta kinase, ADP-Glo luminescence, 60 min; active compounds read low; P49841; 300,000 compounds, 0.038% hits; activity score (negative = inhibition), % at 10 µM;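 active = more than half of replicate wells score below -50%, meaning over 50% inhibition versus plate controls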;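 also: 0% = median DMSO wells and -100% = median GW8510 positive control wells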
Target sequence (P49841 whole entry, looked up): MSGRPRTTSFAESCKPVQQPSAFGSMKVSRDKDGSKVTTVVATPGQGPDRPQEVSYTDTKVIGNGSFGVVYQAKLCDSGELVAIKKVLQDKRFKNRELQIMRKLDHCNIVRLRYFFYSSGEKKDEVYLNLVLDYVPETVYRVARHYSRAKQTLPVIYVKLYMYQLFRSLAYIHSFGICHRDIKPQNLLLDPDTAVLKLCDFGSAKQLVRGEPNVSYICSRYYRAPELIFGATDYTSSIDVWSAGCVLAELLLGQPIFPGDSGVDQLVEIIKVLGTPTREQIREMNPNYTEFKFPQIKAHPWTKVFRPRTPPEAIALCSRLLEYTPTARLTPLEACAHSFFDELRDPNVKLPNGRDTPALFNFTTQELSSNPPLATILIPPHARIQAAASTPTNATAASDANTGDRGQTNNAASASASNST
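Test system – GST-tagged human GSK3beta kinase, cell-free · Incubation – 60 min enzyme reaction, room temperature · Signal – ADP-Glo luminescence · Also added – peptide substrate and ATP at 25 µM · Controls – DMSO neutral wells and GW8510 at 20 µM as positive · Buffer or medium – Tris/MgCl2 kinase buffer · Measure – Luminescence-derived activity versus plate DMSO and GW8510 wells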
KLF5 inh – kruppel-like factor 5 inhibition | 290,000 compounds, 0.23% hits | AID 1700 | DLD-1 KLF5 promoter-luciferase reporter, luminescence | inhibition, % at 5 µM;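 active = inhibition above a per-plate limit of that plate's mean compound inhibition plus 3 SD, cut at about 60% in these data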;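 also: 0% = DMSO wells and 100% = LY294002 at 200 µM; higher means less KLF5 promoter-driven luciferase light; inactives centre near -14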
* hit, by the source's call; . = no result given.

SMILES	HIF activator	HSF1 inh	IEC-6 cytotox	GSK3A inh	aSyn 5UTR inh	HSP90 inh	AI-2 QS modul	HSF1 activator	GSK3beta inhib	KLF5 inh
CN(C)CCNC(=O)CN1C(=O)CSc2ccc(S(=O)(=O)N3CCCCC3)cc21	0.0	1	-11	-2	6	-3	-1	-12	-1	-23
CCC(C)c1ccccc1NC(=S)NC(=O)c1ccco1 (stereo unspecified)	-0.5	3	3	-1	13	-5	3	-3	3	-28
COc1ccc(C(=O)Nn2c(CC(C)C)nc3cc(Cl)ccc3c2=O)c(OC)c1	0.5	-4	-5	0	7	-2	28	6	2	-3
COCCn1nnnc1C(c1ccc(OC)cc1OC)N1CCN(c2ccccc2)CC1 (stereo unspecified)	-0.4	-4	2	-1	11	-2	34	1	1	-34
O=C(c1cnc(-c2ccccc2)s1)c1ccc(Cl)cc1Cl	-0.3	3	6	1	-23	-8	-2	-9	-1	-24
COc1ccc(NC(=O)C2CCCO2)cc1OC (stereo unspecified)	0.2	-6	-1	-1	-5	2	5	-7	6	-28
COc1ccc(Cc2nc3ccc(C(=O)NC(C)c4cnn(C)c4)cc3o2)cc1 (stereo unspecified)	0.3	-2	1	.	8	2	32	-3	3	-15
CNC(=O)C(=O)Nc1cc2c3c(c1)CCC(=O)N3CCC2	-0.2	-5	2	1	-21	1	13	12	-1	-36
Cc1cccc(C(=O)Nc2cccc(C(=O)N/N=C/c3ccc4c(c3)OCO4)c2)c1	1.3	10	19	1	-109	-1	12	9	-2	-16
CCOc1cc(C2NC(=O)c3ccccc3O2)ccc1OC(C)C (stereo unspecified)	-1.7	1	2	-2	6	3	17	6	-3	-35
COc1ccc(/C=C/C(=O)NC(=S)Nc2ccc(S(=O)(=O)Nc3ccc(OC)nn3)cc2)cc1	-0.9	-1	5	-8	-2	-2	12	23	1	18
Cc1ccc(S(=O)(=O)N2CCCC(C(=O)N3CCCc4ccccc43)C2)cc1 (stereo unspecified)	-0.8	3	-9	.	9	-3	6	-10	-3	18
CCOc1ccccc1N1CCN(C(=O)c2cn(CC3CCCCC3)nn2)CC1	3.4	21	-4	.	-84	-6	0	46	-1	-113
Cc1ccc(S(=O)(=O)Nc2cccc(-c3ccc4nnc(C)n4n3)c2)s1	-0.2	14	0	9	27	0	18	25	-3	-26
Cc1c(NC(=O)CN(c2ccccc2)S(=O)(=O)c2ccc(F)cc2)c(=O)n(-c2ccccc2)n1C	0.1	-13	-3	-1	-1	0	52	3	4	-43
CC[C@H]1c2[nH]c3ccccc3c2C[C@H]2C(=O)N(c3ccc(F)cc3)C(=O)N21	-0.1	3	.	-1	14	.	24	0	-1	.
COc1ccc(NC(=O)c2cccnc2Nc2ccccc2)cc1	0.1	1	-1	-5	18	7	8	-3	-3	-45
CCCOc1ccc(C2C(=O)N(C3CCCCC3)CC(=O)N2C2CC2)cc1OC (stereo unspecified)	-0.3	13	3	-2	-30	2	5	5	0	-3
O=C(COc1ccccc1Cl)NCCNC(=O)c1cccnc1	0.1	2	4	4	-2	6	-4	7	-4	-15
COc1ccc(CCc2nnc(CCC(=O)NCc3cc(C(C)C)no3)o2)cc1	1.1	15	6	-2	-99	4	11	36	4	-75
Cc1ccccc1-c1nc(CN2CCSCC2)c(C)o1	0.7	8	-10	0	-19	3	23	17	1	-21
CCc1ccc(N2CSC3=C(C#N)C(c4cccs4)CC(=O)N3C2)cc1 (stereo unspecified)	0.8	0	-9	36	-94	2	22	14	2	9
CCOC(=O)c1cc(-c2cccs2)nn1CCC#N	-0.1	2	0	-1	11	1	1	38	-2	2
Cc1ccc(NC(=O)CN(C)C(=S)NC2CC2)cc1	-0.5	2	4	-3	30	-2	24	-13	1	-20
CCCCCC(=O)NC(=S)Nc1ccccc1C(=O)OC	0.3	-7	0	-2	-3	-3	-12	1	2	-37

Single records, as listed above. Order of values: HIF activator	HSF1 inh	IEC-6 cytotox	GSK3A inh	aSyn 5UTR inh	HSP90 inh	AI-2 QS modul	HSF1 activator	GSK3beta inhib	KLF5 inh
Results for `CCc1ccc(N2CSC3=C(C#N)C(c4cccs4)CC(=O)N3C2)cc1` (stereo unspecified) → 0.8	0	-9	36	-94	2	22	14	2	9
Results for `CCOc1ccccc1N1CCN(C(=O)c2cn(CC3CCCCC3)nn2)CC1` → 3.4	21	-4	.	-84	-6	0	46	-1	-113
Results for `COc1ccc(NC(=O)c2cccnc2Nc2ccccc2)cc1` → 0.1	1	-1	-5	18	7	8	-3	-3	-45
Results for `Cc1ccc(NC(=O)CN(C)C(=S)NC2CC2)cc1` → -0.5	2	4	-3	30	-2	24	-13	1	-20
Results for `CCOC(=O)c1cc(-c2cccs2)nn1CCC#N` → -0.1	2	0	-1	11	1	1	38	-2	2

The listing continues:
SMILES	HIF activator	HSF1 inh	IEC-6 cytotox	GSK3A inh	aSyn 5UTR inh	HSP90 inh	AI-2 QS modul	HSF1 activator	GSK3beta inhib	KLF5 inh
N#Cc1ccccc1/C=N/Nc1nc(-c2ccccc2)c2cc(Cl)ccc2n1	2.0	-12	-5	-2	-95	-2	15	-16	0	-14
COC(=O)CNC(=O)C1CCCN1C(=O)CNC(=O)OC(C)(C)C (stereo unspecified)	0.0	6	1	-2	11	-2	5	-7	1	-17
COc1ccccc1CNC(=O)C1CC(c2cccc([N+](=O)[O-])c2)=NO1 (stereo unspecified)	-0.8	-1	5	-5	-49	1	16	5	-1	0
Oc1ccc(Br)cc1/C=N/n1c(-c2ccccc2)n[nH]c1=S	-18	-5	0	-5	19	1	33	25	4	0
COc1c(C)cc(S(=O)(=O)NCc2ccco2)c(C)c1C	1.0	-2	-3	1	-10	-6	17	-1	1	8
O=C(NCc1nnnn1-c1ccc(F)c(F)c1)c1ccc2c(c1)OCO2	0.1	1	.	-5	-4	.	8	-4	1	.
CN(CC(=O)Nc1ccc(Cl)cc1)C(=O)c1cc(-c2cccs2)nn1-c1ccccc1	0.5	9	.	-3	-4	.	22	14	2	.
COC(=O)C1=C(C)Nc2nnnn2C1c1cc(OC)ccc1OC (stereo unspecified)	-0.1	-1	1	-3	45	-1	23	-1	-4	-33
CCN(C(=O)c1cnc(N2CCN(c3ncccn3)CC2)c2ccccc12)c1cccc(Cl)c1	0.7	20	9	-2	-18	3	4	24	-4	21
Cc1ccc(-c2nc3ccccc3s2)cc1S(=O)(=O)N1CCOCC1	0.7	1	2	-4	-66	2	-12	-7	3	-37
FC(F)(F)c1ccc(Cl)c(N/N=C/c2ccc(N3CCOCC3)s2)c1	0.7	-1	11	0	-23	2	7	-10	-1	-12
CCCC(O)(c1ccc(Cl)cc1)C(CN1CCOCC1)c1ccc(Cl)cc1 (stereo unspecified)	0.7	10	-4	0	-20	-1	9	-2	-2	-45
CC1=C(C(=O)OCc2ccccc2)C(c2ccc3ccccc3c2)NC(=O)N1CCCCCC(=O)O (stereo unspecified)	-0.2	5	1	0	13	-4	17	14	2	4
O=C(c1ccc(Cn2cc([N+](=O)[O-])cn2)o1)N1N=C(C(F)F)CC1(O)C(F)F (stereo unspecified)	-0.1	-7	-3	5	26	1	8	5	-4	-23
COc1ccc(NC(=S)N(Cc2ccc(N(C)C)cc2)Cc2ccco2)cc1	0.9	68	1	-1	-32	3	18	91*	3	21
O=c1nc(SCc2c(F)cccc2Cl)nc(-c2ccccc2)[nH]1	-0.5	-7	-3	-2	10	0	11	14	0	-32
CC(C)(C)OC(=O)NCCC(=O)N/N=C/c1ccc2nccnc2c1	-0.5	-1	-1	3	-17	1	6	2	4	8
COc1cccc(Cn2nnc(C(=O)Nc3ccc(C)cc3)c2N)c1	1.6	-1	-4	1	-31	-2	19	5	4	-2
CCN(C=NC1=NN(c2cccc(C(F)(F)F)c2)CC1)CC	0.2	5	8	-1	26	22*	40	23	-2	5
Cc1c(/C=N/NC(=O)COc2ccccc2[N+](=O)[O-])c2ccccc2n1C	0.8	-3	-10	3	-9	-3	27	8	1	-7
COC(=O)Oc1ccc(/C=N/NC(=O)CSCc2ccccc2Br)cc1OC	0.7	-4	-1	.	5	0	13	8	-1	-13
O=C(O)CC(c1ccccc1)N1C(=O)c2cccc([N+](=O)[O-])c2C1=O (stereo unspecified)	-1.2	-2	-3	2	3	-1	30	-9	3	-33
COc1ccc(CCNS(=O)(=O)c2ccc(Br)cc2)cc1	0.7	7	-4	0	-11	0	-12	7	1	-35
CC(=O)N1c2c(cc(Br)cc2S(=O)(=O)NCc2ccc(C)cc2)CC1C (stereo unspecified)	-0.3	0	-1	0	16	1	27	9	0	-7
N#Cc1nc(Cc2ccccc2)oc1NCCN1CCOCC1	-0.1	0	3	0	6	2	12	2	2	-27

4 records drawn at random from the list so far, as already listed:
SMILES	HIF activator	HSF1 inh	IEC-6 cytotox	GSK3A inh	aSyn 5UTR inh	HSP90 inh	AI-2 QS modul	HSF1 activator	GSK3beta inhib	KLF5 inh
N#Cc1ccccc1/C=N/Nc1nc(-c2ccccc2)c2cc(Cl)ccc2n1	2.0	-12	-5	-2	-95	-2	15	-16	0	-14
Cc1ccc(S(=O)(=O)N2CCCC(C(=O)N3CCCc4ccccc43)C2)cc1 (stereo unspecified)	-0.8	3	-9	.	9	-3	6	-10	-3	18
COc1ccc(NC(=O)C2CCCO2)cc1OC (stereo unspecified)	0.2	-6	-1	-1	-5	2	5	-7	6	-28
COC(=O)C1=C(C)Nc2nnnn2C1c1cc(OC)ccc1OC (stereo unspecified)	-0.1	-1	1	-3	45	-1	23	-1	-4	-33

(more compounds)
SMILES	HIF activator	HSF1 inh	IEC-6 cytotox	GSK3A inh	aSyn 5UTR inh	HSP90 inh	AI-2 QS modul	HSF1 activator	GSK3beta inhib	KLF5 inh
O=C(Cc1ccc(Cl)c(Cl)c1)Nc1ccc(SC(F)F)cc1	0.9	5	4	-1	-48	8	-27	36	1	-26
O=C(/C=C/c1ccc([N+](=O)[O-])cc1)c1cccs1	-0.9	19	-1	-1	-51	0	10	19	-2	-16
CN(C)CCNC(=O)c1ccc2c(c1)N(Cc1ccc(F)cc1)CCS2	-0.4	-9	-3	.	-23	-2	-3	4	0	-27
CCCOc1ccc(OCCCCNC(C)CC)cc1 (stereo unspecified)	-1.3	-4	0	1	-2	2	22	-5	-4	-22
Cc1ccc(NC(=O)CN2C(=O)NC(C)(c3ccccc3)C2=O)c(C)c1 (stereo unspecified)	-32	10	-4	4	6	-4	21	12	3	7
O=C(CCS(=O)(=O)Cc1ccccc1)NCCc1ccccc1	-0.4	2	5	-1	14	-1	8	29	2	5
